# Compound activity: PubChem BioAssay, several laboratories
# TNAP activators: human TNAP enzyme activators, primary screen, biochemical, luminescent, no phosphate acceptor, uHTS (AID 1001); purified TNAP, luminescent activation assay, no phosphate acceptor; higher activation fold means a stronger effect; activation fold at 20 µM, or EC50 in µM where a hit was titrated; 200,000 compounds, 0.03% hits; in the data active means activation fold from about 3, or a potency from the dose series; inactive means the rest, 99 in 100 with activation fold below about 1.6; further: many of its hits are not listed in these tables
# WT yeast gro inh: growth inhibition of WT yeast, mitochondrial fusion screen | mitochondrial fusion phenotypic screen, WT strain | inhibition, % at 10 µM | 190,000 compounds, 2.1% hits | AID 1362; in the data active means inhibition above about 58%; tested in S. cerevisiae
# XIAP displacement: XIAP antagonists, biochemical, IAP family, fluorescence polarization (AID 1018) | 200,000 compounds, 0.007% hits | displacement, % at 20 µM; hits with a dose series show IC50 in µM | XIAP BIR domain, fluorescence polarization peptide displacement; higher % means a stronger effect; in the data active means displacement above about 50%; further: a part of the inactive calls stands beside numbers as strong as those of hits
# PhoP inhibition: inhibitors of PhoP regulon expression, primary screen, Salmonella Typhimurium, GFP reporter (AID 1863). inhibition, % at 50 µM; hits with a dose series show IC50 in µM. 300,000 compounds, 0.16% hits. S. Typhimurium PhoP-regulated promoter GFP reporter, 4 h; higher % means a stronger effect;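 active means inhibition over 29.93%, a cutoff 3 SD above the screen mean, later confirmed by dose response; inconclusive means inhibition over 29.93% but no dose response follow-up; inactive means inhibition at most 29.93% or unconfirmed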;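 further: 0% = low Mg2+ inducing control and 100% = high Mg2+ repressing control; strong numbers were not always called active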
# RSV antiviral HEp-2: inhibition of RSV-induced cytopathic effect – HEp-2 cells, primary 10 µM value included (AID 2391); CPE inhibition, % at 10 µM, or IC50 in µM where a hit was titrated; HEp-2 cells, RSV-induced CPE inhibition; higher % means a stronger effect; 310,000 compounds, 0.13% hits; in the data active means a potency from the dose series; inconclusive means CPE inhibition mostly from about 23% at the one dose, without a potency; inactive means the rest, 99 in 100 with CPE inhibition below about 21%; further: strong numbers were not always called active
# Myeloid diff 2: promotes myeloid progenitor differentiation; ER-HoxA9 myeloid progenitors, lysozyme-GFP differentiation, flow cytometry; calls only at 10 µM; 360,000 compounds, 1% hits; AID 624256;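 active means normalized GFP-positive differentiation at or above the plate's own cutoff, the solvent-only control mean plus 3 SD; inconclusive means no clear call, values can overlap the other calls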;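 further: cells exposed to compound for four days before flow analysis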
# PMI inhibition: human PMI inhibitors, high substrate, primary screen, biochemical, fluorescence intensity, high mannose 6-phosphate (AID 1220); 190,000 compounds, 0.66% hits; recombinant PMI enzyme, coupled fluorescence intensity; higher % means a stronger effect; inhibition, % at 20 µM; hits with a dose series show IC50 in µM
# SIAH1 antagonists: blockers of Siah-1 interaction with plectin peptide – biochemical, fluorescence polarization, rhodamine-plectin, uHTS, primary screen (AID 1817); 290,000 compounds, 0.02% hits; Siah-1 / rhodamine-plectin peptide fluorescence polarization; higher % means a stronger effect; displacement, % at 20 µM, or IC50 in µM where a hit was titrated;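 active means displacement of at least 50% at 20 µM, with a fluorescence ratio check between 0.3 and a set limit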;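 further: plate controls were Siah plus tracer with DMSO for no effect and tracer alone without Siah for full effect; strong numbers were not always called active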
# human PMI inhibition: inhibitors of human PMI, primary screen, biochemical, fluorescence intensity, coupled assay (AID 1209); purified PMI enzyme, coupled fluorescence intensity; higher % means a stronger effect; inhibition, % at 20 µM, or IC50 in µM where a hit was titrated; 190,000 compounds, 0.42% hits;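 further: plate controls were DMSO vehicle for no effect and wells lacking substrate for full effect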
# WT yeast gro inh mutant strain: also measured in WT yeast gro inh; calls as there; inhibition, %; mitochondrial fusion phenotypic screen, mutant strain inhibition
# Myeloid diff 2 GFP+ MAC1+ %: second read-out of Myeloid diff 2, no call of its own (marks repeat the call); GFP+ MAC1+ double positive, %; measured here: differentiation confirmed by MAC1 staining
# Numbers without * were called inactive; i = inactive; u = inconclusive; x = no result given; + = active, no number. Unless noted, no stated cut-off is given here; in the data, active means inhibition above about 50%; inactive means the rest.
SMILES,TNAP activators,WT yeast gro inh,WT yeast gro inh mutant strain,XIAP displacement,PhoP inhibition,RSV antiviral HEp-2,Myeloid diff 2,Myeloid diff 2 GFP+ MAC1+ %,PMI inhibition,SIAH1 antagonists,human PMI inhibition
COCCCNc1nc2nonc2nc1N1C[C@H]2CC[C@H]1C2,1.1,8,10,-4.2%,2%,2.8%,i,0.4,9%,-1%,15%
CCC(C)n1c(-c2cc(OC)c(OC)c(OC)c2)nc2nc3ccccc3nc21 (stereo not given),1.1,8,4,-0.9%,4%,14%,x,x,13%,-7%,16%
O=C(COC(=O)c1cc(=O)[nH]c2ccccc12)NC1CCCCCCC1,1,-13,10,-4.1%,-2%,-0.8%,i,0.6,-11%,6%,-7%
O=C(Cc1ccc(F)cc1)N1CCN=C1SCc1cccc([N+](=O)[O-])c1,1,21,19,-1.3%,-8%,2.4%,i,0.7,-6%,9%,-1%
CC1CCN(C(=O)CN(c2ccccc2)S(=O)(=O)N(C)C)CC1,1.1,4,0,-1.7%,-4%,0.4%,i,0.2,-8%,1%,3%
CC(C)C(c1nnnn1C1CCCCC1)N1CCc2ccccc21 (stereo not given),1.1,12,-7,-3.8%,-1%,1.2%,i,0.1,8%,2%,13%
NC(=O)CC[C@@H]1NC(=O)C(Cc2ccc(O)cc2)NC(=O)c2cc([N+](=O)[O-])cc(F)c2NCCC[C@@H](C(N)=O)NC1=O (stereo not given in full),1,9,0,-4.3%,5%,x,x,x,8%,0%,5%
CCNc1nc(N)c(C(=O)c2ccc(Cl)s2)s1,1,-11,10,-5.0%,2%,1.4%,i,0.4,6%,0%,8%
NS(=O)(=O)c1ccc(NC(=O)COc2ccc(C(=O)c3ccc(F)cc3)cc2)cc1,x,x,x,x,-1%,0.8%,i,0.3,x,63%,x
CC(=O)N1CCC(C(=O)OCc2ccc(Cl)cc2)(c2ccccc2)CC1,x,x,x,x,-4%,10%,i,0.7,x,1%,x
Cc1ccc2c(c1)C(c1ccccc1)CC(=O)O2 (stereo not given),x,x,x,x,-7%,0.3%,i,0.5,x,2%,x
CC(C)Cn1c(-c2csc(C(C)C)c2)n[nH]c1=S,0.8,67*,48*,-3.9%,2%,u,i,0.0,10%,-2%,14%
COc1ccc(-n2c(SCC(=O)NNC(=O)c3ccccc3C)nnc2-c2ccncc2)cc1,1.5,10,-24,-6.1%,5%,1.5%,i,4.3,0%,2%,2%
CCN1C(=O)c2ccc(C(=O)NCc3ccco3)cc2C1=O,x,x,x,x,-1%,0.5%,i,0.7,x,-6%,x
COCCN1C(=O)/C(=C/c2ccc(N3CCCC3)cc2C)SC1=S,0.5,34,28,-29%,-8%,1.8%,+,4.0*,21%,35%,21%
CC(C)NC(=O)C(=O)Nc1cc2c3c(c1)C(C)C(=O)N3CCC2 (stereo not given),x,x,x,x,2%,-1.5%,i,0.4,x,4%,x
COc1ccc2c(c1OC)C(=O)N1C2SC[C@H]1C(=O)NCCC(C)C (stereo not given in full),x,x,x,x,7%,2.5%,i,0.4,x,1%,x
O=C(O)C(Cc1ccccc1)NS(=O)(=O)c1ccc2c(c1)OCCO2 (stereo not given),1.1,-10,-5,0.8%,-9%,1.1%,i,0.7,-5%,3%,-2%
O=C(CNC(=O)c1ccccc1)N/N=C/c1ccccc1Cl,1.2,-2,-11,-1.8%,7%,-0.2%,i,0.1,10%,9%,4%
COc1ccccc1Nc1ncnc2c1c(C)c(C)n2CCCN(C)C,x,x,x,x,4%,-0.9%,i,0.3,x,-8%,x
OC(C#CCN1CCOCC1)(c1ccccc1)C1CCCCC1 (stereo not given),1,-12,2,-2.3%,0%,0.4%,i,1.2,-14%,-3%,-11%
O=C(O)c1ccccc1-c1ccccc1C(=O)NCc1ccccc1Cl,x,x,x,x,4%,0.6%,i,0.5,x,-4%,x
N#Cc1ccc(CN2C(=O)NC3(CCCCCC3)C2=O)cc1,x,x,x,x,1%,0.1%,i,0.5,x,3%,x
COc1ccc(C(=O)N2CCc3[nH]nc(-c4ccccc4)c3C2)cc1,x,x,x,x,5%,5.7%,u,x,x,-2%,x
O=C(c1ccc(Cl)c(Cl)c1)c1cc(-c2ccccn2)c(N2CCOCC2)s1,1,-8,5,-5.6%,-11%,u,i,0.2,0%,6%,2%
CCN(CC)C(=O)Cn1cc(S(=O)(=O)CC(=O)Nc2ccccc2C)c2ccccc21,x,x,x,x,-1%,2.1%,i,0.6,x,2%,x
Cc1c2c(nc3nc4ccccc4n13)CC(C)(C)CC2=O,1,3,4,-5.2%,5%,2.0%,i,0.9,-1%,-1%,7%
COc1ccc(CCN(C)C2CCCN(S(=O)(=O)c3ccccc3)C2)cc1OC (stereo not given),x,x,x,x,-6%,-0.3%,i,1.1,x,0%,x
CCCCC(=O)NC(=S)Nc1ccc(Cl)c(C(=O)O)c1,1.1,-5,21,-6.3%,-5%,1.4%,i,0.1,0%,7%,0%
CCOC(=O)NNC(=O)c1[nH]c2ccc(Br)cc2c1-c1ccccc1,x,x,x,x,4%,u,i,0.7,x,4%,x
CC1CC(=O)N(CC(=O)NCc2ccc(F)cc2)c2ccccc2S1(=O)=O (stereo not given),x,x,x,x,-7%,2.2%,i,0.4,x,6%,x
COc1ccc(C(=O)OCC(=O)c2c(N)n(C)c(=O)n(C)c2=O)cc1OC,1,9,17,-2.3%,-2%,1.2%,i,0.5,6%,5%,8%
Cc1cccc(C(=O)Oc2ccc3ccc(O)cc3c2)c1,x,x,x,x,0%,2.4%,i,0.7,x,0%,x
O=C(Nc1ccc(Cc2ccncc2)cc1)c1ccc(S(=O)(=O)N2CCCC2)cc1,1.1,1,-8,-4.4%,-2%,x,i,0.3,-8%,-1%,-3%
CCCS(=O)(=O)N1CCN(S(=O)(=O)c2ccc(F)cc2)CC1,1.1,-11,3,3.4%,-6%,0.0%,i,1.1,-4%,-3%,-8%
O=C(CSc1cccc[n+]1[O-])c1cc2ccccc2o1,1.1,5,27,-4.0%,2%,-0.8%,u,x,-9%,-2%,-4%
CCOC(=O)c1cnc(SC)nc1NCCOC,1,5,6,-1.2%,-10%,1.1%,i,0.2,8%,3%,15%
COc1ccc(C(=O)C2CCCN(Cc3cnc(N4CCOCC4)s3)C2)c(OC)c1 (stereo not given),1,6,7,-5.6%,5%,u,i,1.1,14%,3%,18%
O=C(NCc1cccs1)C(Cc1ccccc1)NS(=O)(=O)c1cccs1 (stereo not given),1.1,3,-5,-8.0%,-6%,-1.6%,i,1.2,28%,2%,-6%
Cc1ccc2nc(-c3ccc(N4C(=O)CC(N5CCN(CCO)CC5)C4=O)cc3)sc2c1 (stereo not given),1,-20,1,-5.0%,-28%,1.9%,i,0.4,5%,1%,0%

# A second format for part of the listing above.
# Each structure is followed by: TNAP activators | WT yeast gro inh | WT yeast gro inh mutant strain | XIAP displacement | PhoP inhibition | RSV antiviral HEp-2 | Myeloid diff 2 | Myeloid diff 2 GFP+ MAC1+ % | PMI inhibition | SIAH1 antagonists | human PMI inhibition
NC(=O)CC[C@@H]1NC(=O)C(Cc2ccc(O)cc2)NC(=O)c2cc([N+](=O)[O-])cc(F)c2NCCC[C@@H](C(N)=O)NC1=O (stereo not given in full)
  1 | 9 | 0 | -4.3% | 5% | x | x | x | 8% | 0% | 5%
CCNc1nc(N)c(C(=O)c2ccc(Cl)s2)s1
  1 | -11 | 10 | -5.0% | 2% | 1.4% | i | 0.4 | 6% | 0% | 8%
NS(=O)(=O)c1ccc(NC(=O)COc2ccc(C(=O)c3ccc(F)cc3)cc2)cc1
  x | x | x | x | -1% | 0.8% | i | 0.3 | x | 63% | x
CC(=O)N1CCC(C(=O)OCc2ccc(Cl)cc2)(c2ccccc2)CC1
  x | x | x | x | -4% | 10% | i | 0.7 | x | 1% | x
Cc1ccc2c(c1)C(c1ccccc1)CC(=O)O2 (stereo not given)
  x | x | x | x | -7% | 0.3% | i | 0.5 | x | 2% | x

# (listing goes on)
SMILES,TNAP activators,WT yeast gro inh,WT yeast gro inh mutant strain,XIAP displacement,PhoP inhibition,RSV antiviral HEp-2,Myeloid diff 2,Myeloid diff 2 GFP+ MAC1+ %,PMI inhibition,SIAH1 antagonists,human PMI inhibition
COc1cccc(Oc2cc(Cl)nc(N)n2)c1,x,x,x,x,4%,1.4%,i,0.4,x,-6%,x
COc1ccc(OC)c2c1CCC2=O,1.1,-9,-7,-4.9%,-1%,3.2%,i,2.0,-3%,7%,-1%
CCOc1cc(/C=N/Nc2nc(Nc3ccccc3)nc(N3CCCCC3)n2)ccc1OCC(=O)O,1.2,25,3,-3.3%,2%,1.8%,i,1.0,-13%,4%,-7%
Cc1ccccc1C(=O)N1c2ccccc2OCC1C(C)(C)C (stereo not given),x,x,x,x,18%,3.4%,i,0.5,x,0%,x
COc1cccc(CNC(=O)CCC2CCCN(C(=O)c3ccc(F)c(Cl)c3)C2)c1 (stereo not given),x,x,x,x,-5%,0.8%,i,0.7,x,1%,x
CC(C)CC(=O)Nc1nc2c(c(=O)[nH]1)CCCC2,1.1,12,8,0.6%,18%,1.7%,i,3.1,10%,-1%,7%
Cc1c(NP(=O)(c2ccc(Br)cc2)c2ccc(Br)cc2)c(=O)n(-c2ccccc2)n1C,1.1,19,-15,-4.8%,5%,2.1%,i,0.2,7%,5%,-3%
O=C(Nc1cccnc1)c1cc(-c2cccc(Br)c2)nc2ccccc12,x,x,x,x,1%,u,i,1.4,x,1%,x
O=S(=O)(c1ccccc1Cl)N1CCCC1c1nc(-c2ccccc2Cl)no1 (stereo not given),1,5,2,-6.8%,3%,4.8%,i,0.7,9%,2%,8%
CC(=O)Nc1ccc(NC(=O)C(C)OC(=O)c2cccc(S(=O)(=O)N3CCCCC3)c2)cc1 (stereo not given),x,x,x,x,-6%,1.9%,i,0.9,x,-4%,x
CCc1ccc(N/C(SCc2ccccc2C)=C(/C#N)C(=O)NCc2ccco2)cc1,1,16,1,-1.3%,-5%,0.7%,i,0.9,4%,0%,11%
Cc1nn(Cc2ccccc2)c(Cl)c1/C=C/C(=O)OC(C(=O)NC(N)=O)C(C)C (stereo not given),1.1,2,-17,-4.0%,2%,2.0%,i,0.6,3%,2%,5%
CC(=O)C1=C(O)C(=O)N(c2ccc(Br)cc2)C1c1cccc(F)c1 (stereo not given),x,x,x,x,-1%,u,i,1.2,x,0%,x
CCC(=O)NCC(=O)OCC(=O)c1ccccc1,1.1,-20,-11,-22%,-7%,1.6%,i,0.7,3%,6%,0%
Cc1ccc(/C(N)=N/OC(=O)Oc2ccccc2)cc1,1.1,6,5,-3.9%,-5%,0.3%,i,0.7,-4%,1%,-2%
O=C(N/N=C/C=C/c1ccccc1)c1ccccc1Br,1,1,-17,-6.0%,9%,5.1%,i,0.8,-6%,0%,2%
COc1ccc(-c2nnc(NC(=O)c3ccc(S(=O)(=O)N(C)CC4CCCO4)cc3)o2)c(OC)c1 (stereo not given),x,x,x,x,3%,-0.7%,i,0.9,x,-4%,x
